# Screening results (PubChem)
# CHT inh – inhibits the human high affinity choline transporter; CHT-expressing cells, membrane potential dye, choline response; active compounds read low; B-score at 10 µM; hit rate 0.86% among 310,000;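 active = B-score over 3 SD under the library average, and starting fluorescence ratio not unusually high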;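 note: choline stimulus applied at its EC90 after an EC20 pre-addition; B-score computed on integrated fluorescence ratio after choline addition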
# Target sequence (Q9GZV3 whole entry, looked up): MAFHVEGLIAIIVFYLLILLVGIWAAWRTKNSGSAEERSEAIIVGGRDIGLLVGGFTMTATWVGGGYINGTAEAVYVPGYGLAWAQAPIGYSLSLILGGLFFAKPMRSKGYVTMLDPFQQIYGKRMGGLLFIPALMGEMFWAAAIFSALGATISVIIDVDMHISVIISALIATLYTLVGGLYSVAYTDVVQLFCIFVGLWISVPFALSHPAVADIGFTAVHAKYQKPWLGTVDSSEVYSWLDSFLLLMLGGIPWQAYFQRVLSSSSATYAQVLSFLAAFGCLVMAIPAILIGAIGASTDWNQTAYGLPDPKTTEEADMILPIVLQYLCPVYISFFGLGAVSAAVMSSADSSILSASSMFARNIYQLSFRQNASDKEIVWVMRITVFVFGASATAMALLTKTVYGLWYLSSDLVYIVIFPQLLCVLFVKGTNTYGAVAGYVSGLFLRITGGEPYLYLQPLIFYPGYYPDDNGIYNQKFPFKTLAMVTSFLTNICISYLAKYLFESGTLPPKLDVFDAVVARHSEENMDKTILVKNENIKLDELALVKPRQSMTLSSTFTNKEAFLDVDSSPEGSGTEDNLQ
# CHT allo act – human CHT allosteric activation; CHT-expressing cells, membrane potential dye, choline EC20; active compounds read high; LV-AA mutant CHT in HEK293 cells; B-score at 10 µM; hit rate 0.49% among 310,000; AID 488977;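 active = initial fluorescence not abnormally high and integrated response B-score, plate-corrected, over 3 SD above library mean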
# * marks the source's active call; other numbers are inactive results; i = inactive.
# Values run as follows: CHT inh, CHT allo act
- Cc1cc(N2CCN(C(=O)OC(C)(C)C)CC2)n2ncnc2n1
    i, i
- CN1CCN(c2ccc(C(CC(N)=O)NC(=O)Cc3ccc(Br)cc3)cc2[N+](=O)[O-])CC1 (centres undefined)
    i, i
- Cc1cccc(N=Nc2c(C)[nH]n(C(N)=S)c2=O)c1C
    i, i
- Cc1cccc(C)c1NC(=O)CS(=O)CC(=O)N1CCN(c2ccccc2)CC1 (centres undefined)
    i, i
- COc1ccc(OC)c(-c2csc(NC(=O)CSc3nnnn3C)n2)c1
    i, i
- Cc1cc(=O)[nH]c(SCC(=O)N2c3ccccc3CC2C)n1 (centres undefined)
    i, i
- CC(C)c1ccc(-c2nnn(Cc3nc4ccccc4s3)n2)cc1
    i, i
- CNC(=O)C(=O)NCC1OCCN1S(=O)(=O)c1ccc2c(c1)OCCO2 (centres undefined)
    i, i
- CCN(CC)C(=O)CSc1ncnc2sc(C)c(C)c12
    i, i
- O=[N+]([O-])c1ccc2[nH]c(O)c(N=NC(=S)NCC3CCCO3)c2c1 (centres undefined)
    i, i
- COc1ccccc1NC(=O)CCC(=O)N/N=C(/C)c1ccc(C)cc1
    i, i
- Cc1ccc(S(=O)(=O)N2CCN(C(=O)COC(=O)C3CCC3)CC2)c(C)c1
    i, i
- Cc1cc2cc(OCC(=O)O)ccc2n1C
    i, i
- Fc1cccc(-c2cc3nc4c(c(N5CCC6(CC5)OCCO6)n3n2)CCCC4)c1
    -7.79*, i
- CCOCC(=O)Nc1ccc2c(c1)OCCO2
    i, i
- COc1ccc(C)cc1NC(=O)CCN1CCCC1
    i, i
- CCOc1ccc(NC(=O)CN2C(=O)COc3ccc(Cl)cc32)cc1
    i, i
- COCCCNC(=O)CN(c1cc(Cl)ccc1OC)S(=O)(=O)c1ccc(C)c([N+](=O)[O-])c1
    i, i
- CC(C)CCNC(=O)NC(=O)COc1ccccc1C#N
    i, i
- CC(C)c1c(C#N)c(N)nc(SCC(=O)c2cc3ccccc3oc2=O)c1C#N
    i, i
- CCOC(=O)c1cc(NC(=O)Nc2nccs2)c(C)nc1C
    i, i
- Cc1ccc2nc(N3CCC(C(=O)NC4CCCCC4)CC3)sc2c1
    i, i
- CC(C)(C)c1cc(C(=O)NNC(=O)c2ccc(C(F)(F)F)cc2)no1
    i, i
- COc1ccc(C(C#N)(CCC#N)CCC#N)cc1OC
    i, i
- C=CCSc1nnc(-c2ccccc2N=Cc2c(C)[nH]n(-c3ccccc3)c2=O)c(=O)[nH]1
    i, i
- CC(=O)Nc1ccccc1-c1nc2cc(C#N)c(C#N)cc2[nH]c1=O
    i, i
- O=C(c1ccc(Br)cc1)c1cc2ccc(O)cc2oc1=O
    i, i
- COC(=O)c1cccc(NC(=O)c2cccc([N+](=O)[O-])c2)c1
    i, i
- Cc1cc(NC(=O)COC(=O)CCNS(=O)(=O)c2ccccc2)n(-c2ccccc2)n1
    i, i
- CNC(=S)NNC(=O)c1cc(C(C)(C)C)nn1Cc1ccc(F)cc1
    i, i
- CCOC(=O)C(=O)N=Nc1c(O)[nH]c2ccccc12
    i, i
- CCOC(=O)c1ccc(NC(=O)NNS(=O)(=O)c2cc(OC)ccc2OC)cc1
    i, i
- CCCCNCCOCCOc1ccc(Cl)cc1Br
    i, i
- CN1CCN(NC(=O)Nc2ccc(Br)cc2Cl)CC1
    i, i
- O=c1c2sccc2nc(SCc2ccc([N+](=O)[O-])cc2)n1Cc1ccccn1
    i, i
- O=C(CSc1nc2ccccc2n1-c1ccccc1)NCC1CCCO1 (centres undefined)
    i, i
- CCCCOc1ccc(C(=O)N(Cc2ccco2)C2CCS(=O)(=O)C2)cc1 (centres undefined)
    i, i
- CCOC(=O)c1oc2ccccc2c1CSc1nnnn1-c1ccccc1
    i, i
- COc1cc(C2CC(c3cccnc3)=NN2c2ccc(F)cc2)cc(OC)c1OC (centres undefined)
    i, i
- CCC1C(O)=C(c2ccccn2)C(=N)N1c1ccccc1 (centres undefined)
    i, i
- Cc1cc(Cl)c(OCCOCCN2CCN(C)CC2)c(Br)c1
    i, i
- CC(=O)Nc1ccc(S(=O)(=O)Nc2cccc(-c3csc(C)n3)c2)cc1
    i, i
- Cc1ccc(CSc2nnc3ccc(-c4ccncc4)nn23)cc1
    i, i
- O=c1ccc(-c2ccc(S(=O)(=O)Nc3ccc(F)cc3)s2)n[nH]1
    i, i
- COC(=O)c1ccccc1NC(=O)c1cc2ncc(Br)cn2n1
    i, i
- O=C(Nc1cccc(S(=O)(=O)NC2=NCCC2)c1)c1ccccc1OC(F)F
    i, i
- CC(=O)N1c2ccc(S(=O)(=O)N3CCC(C(=O)NC4CCCC(C)C4C)CC3)cc2CC1C (centres undefined)
    i, i
- Cc1cc2oc(=O)cc(CSc3nc(N)cc(N)n3)c2cc1C(C)C
    i, i
- COc1ccccc1-c1noc(CSc2nc(N)cc(=O)[nH]2)n1
    i, i
- CC(=O)C(C)Sc1nnc(-c2ccccc2F)n1C1CC1 (centres undefined)
    i, i
- Cc1cccc(N2CCN(C(=O)c3ccccc3NC(=O)C3=CSCCO3)CC2C)c1 (centres undefined)
    i, i
- CCN(CC)CCCC(C)NC1=NCCCCC1 (centres undefined)
    i, i
- CCOc1ccc(NC(=O)C2CC(=O)N(C)C(=Nc3ccc4c(c3)OCO4)S2)cc1 (centres undefined)
    i, i
- CC(C)C(Sc1nc(-c2ccccc2)cc(-c2ccccc2)c1C#N)C(=O)O (centres undefined)
    i, i
- CC(=O)N1CCN=C1SCc1ccc(Cl)cc1
    i, i
- O=C(NC(Cc1ccccc1)C(=O)O)/C(=C\c1ccco1)NC(=O)c1ccccc1Br (centres undefined)
    i, i
- CCOC(=O)c1cnc(SCC(=O)Nc2ccc3c(c2)OCCO3)nc1N
    i, i
- Cc1cc(C)cc(NC(=O)Cn2nnc(C(=O)NCc3cccs3)c2N)c1
    i, i
- CCOC(=O)c1c(C)[nH]c(C)c1S(=O)(=O)NCCc1ccco1
    i, i
- O=C(NCc1ccccn1)Nc1ccc(Br)cc1
    i, i

# (listing goes on)
# Values run as follows: CHT inh, CHT allo act
- Cc1cccc(NC(=S)N/N=C/c2cccc([N+](=O)[O-])c2)c1
    i, i
- CCOC(=O)Cn1c(C(=O)OCC)cc2sccc21
    i, i
- COc1ccc(OCC(=O)OC(C)CN2CCOCC2)cc1 (centres undefined)
    i, i
- Cc1ccc2cc(C#N)c(N3CCN(C(=O)c4ccccc4)CC3)nc2c1
    -5.2*, i
- CCOc1ccccc1OCCCNCc1ccccc1
    i, i
- Cc1ccc(N(C(=O)c2csnn2)C(C(=O)NC2CCCC2)c2ccccn2)c(C)c1 (centres undefined)
    i, i
- Cc1cccc(C)c1NC(=O)Cn1c(=O)n(CCCC(=O)NCc2ccco2)c(=O)c2sccc21
    i, i
- CC1=C(c2ccccc2)SC2=NCCN21
    i, i
- NC(=S)N/N=C/c1coc2ccc(Br)cc2c1=O
    i, i
- COc1cc(C(=O)NCCNC(=O)c2cc(OC)c(C)c(OC)c2)cc(OC)c1C
    i, i
- Cc1[nH]c2ccccc2c1C(=O)CSc1ccc(F)cc1
    i, i
- CCCCN1C2=NCCCN2c2cc(C)c(C)cc21
    i, i
- COc1ccc(NC(=O)C(=O)N/N=C/c2cccnc2)c(OC)c1
    i, i
- CCC(C)(CC(=O)N(C)CCC#N)c1ccccc1 (centres undefined)
    i, i
- Cc1[nH]c2ccc(F)cc2c1CCN(Cc1ccncc1)C(=S)Nc1ccc(F)cc1
    i, i
- Cc1ccc(NC(=O)CSc2nnc(-c3cc(C)[nH]n3)n2N)c(C)c1
    i, i
- COc1cc(Br)cc(C2C3=C(CCCC3=O)N(c3ccc(F)cc3)C3=C2C(=O)CCC3)c1O
    i, i
- Cc1ccc(NC(=O)c2ccc(Nc3ccccc3F)nc2)cc1
    i, i
- Cc1cccc(N2CCN(C(=O)C(Cc3ccccc3)n3cccc3)CC2)c1C (centres undefined)
    i, i
- C=CCn1c(=O)c2ccc(C(=O)NCc3ccccc3)cc2n(Cc2ccc(C)cc2)c1=O
    i, i

# A second format for part of the listing above.
SMILES	CHT inh	CHT allo act
Cc1ccc2nc(N3CCC(C(=O)NC4CCCCC4)CC3)sc2c1	i	i
CC(C)(C)c1cc(C(=O)NNC(=O)c2ccc(C(F)(F)F)cc2)no1	i	i

# Other entries.
# Values run as follows: CHT inh, CHT allo act
- COCc1cc(C)nc(NC2CCCCC2)c1C#N
    i, i
- COc1cccc(/C=C2/CN(C)CC3=C2OC(N)=C(C#N)C3c2cccc(OC)c2)c1 (centres undefined)
    i, i
- CCOc1ccc(N(C(C)C(=O)N2CCOCC2)S(C)(=O)=O)cc1 (centres undefined)
    i, i
- CC(CCc1ccccc1)NC(=O)COC(=O)C12CC3CC(CC(Br)(C3)C1)C2 (centres undefined)
    i, i
- Cc1cc(C)n(CCC(=O)N/N=C/c2cccc([N+](=O)[O-])c2)n1
    i, i
- CC(/C=N/NC(=O)Cc1cccs1)=C\c1ccccc1
    i, i
- CC1(C)C2CCC1(CS(=O)(=O)N1CCN(c3ccccc3F)CC1)C(=O)C2 (centres undefined)
    i, i
- CCCCNC(=O)C1CC(=O)N(CCc2ccc(C)cc2)C1 (centres undefined)
    i, i
- COc1ccccc1Nc1nc(NCCO)nc(N2CCCC2)n1
    i, i
- COCCNC(=S)NNC(=O)c1cc(-c2cccnc2)nc2ccccc12
    i, i
- O=C1CN(C(=O)c2ccc(Br)o2)C(c2ccccc2)c2cc(F)ccc2N1 (centres undefined)
    i, i
- O=C(Cc1ccc(F)cc1)Nc1ccc(Cl)cn1
    i, i
- O=S(=O)(NCC(c1cccnc1)N1CCOCC1)c1ccccc1 (centres undefined)
    i, i
- CCOC(=O)c1c(NC(=O)c2ccccc2)sc2c(O)c(CN(CC)CC)ccc12
    i, i
- Cn1nc(C(=O)N2CCN(c3ccccc3F)CC2)c2c1-c1ccccc1S(=O)(=O)C2
    i, i
- CSCCC(NS(=O)(=O)c1ccc2c(c1)oc(=O)n2C)C(=O)NC1CCC(C)CC1 (centres undefined)
    i, i
- CCOC(=O)C1=NN(c2ccccc2)C2C(=O)N(c3ccccc3OC)C(=O)C12 (centres undefined)
    i, i
- CCN1CCN(C(c2cccs2)C(C)NC(=O)NC2CCCCC2)CC1 (centres undefined)
    i, i
- Cc1ccc[n+](CC(=O)Nc2ccc([N+](=O)[O-])cc2)c1
    i, i
- Cc1ccc(N2CCN(C(=O)CN3C(=O)c4ccccc4C3=O)CC2)cc1
    i, i

# Complete entries from above. Order of values: CHT inh, CHT allo act
# Cc1ccc(N2CCN(C(=O)CN3C(=O)c4ccccc4C3=O)CC2)cc1 is listed as i, i
# O=C1CN(C(=O)c2ccc(Br)o2)C(c2ccccc2)c2cc(F)ccc2N1 (centres undefined) is listed as i, i
# Cc1ccc[n+](CC(=O)Nc2ccc([N+](=O)[O-])cc2)c1 is listed as i, i
# CC1(C)C2CCC1(CS(=O)(=O)N1CCN(c3ccccc3F)CC1)C(=O)C2 (centres undefined) is listed as i, i

# Back to the main list with the three entries that preceded the break.
# Values run as follows: CHT inh, CHT allo act
- CCN1CCN(C(c2cccs2)C(C)NC(=O)NC2CCCCC2)CC1 (centres undefined)
    i, i
- Cc1ccc[n+](CC(=O)Nc2ccc([N+](=O)[O-])cc2)c1
    i, i
- Cc1ccc(N2CCN(C(=O)CN3C(=O)c4ccccc4C3=O)CC2)cc1
    i, i
- COc1cc(C[C@H](C)[C@H](C)Cc2ccc3c(c2)OCO3)ccc1O
    i, i
- COCCCn1c(=N)c(C(N)=S)cc2c(=O)n3cccc(C)c3nc21
    i, i
- CCNS(=O)(=O)c1ccc2nc(NC(=O)/C=C/c3cc(OC)c(OC)c(OC)c3)sc2c1
    i, i
- Cc1ccc(S(=O)(=O)NC(CC(C)C)C(=O)Oc2ccc3c4c(c(=O)oc3c2)CCC4)cc1 (centres undefined)
    i, i
- CCn1nc(C)c(CN2CCC(C(=O)Nc3cccc(-c4cccc(Cl)c4)c3)CC2)c1C
    i, i
- CC1(C)OC(=O)C(=NNc2ccc(Cl)cc2)C(=O)O1
    i, i
- O=C(NC12CC3CC(CC(C3)C1)C2)c1ccc([N+](=O)[O-])cc1
    i, i
- O=C(Nc1ccc(S(=O)(=O)N2CCCC2)cc1)c1ccc(Cl)nc1
    i, i
- CCOCCc1nnc(N)s1
    i, i
- CCN(CC)S(=O)(=O)c1ccc(C(=O)NNC2=NS(=O)(=O)c3ccccc32)cc1
    i, i
- Cc1ccc(C(=O)NNC(=O)c2ccco2)cc1
    i, i
- Cc1cc(N2CCCCCC2)nc2ccccc12
    i, i
- Cc1ccc(N(C(C)C(=O)Nc2cc(Cl)ccc2Oc2ccccc2)S(C)(=O)=O)cc1 (centres undefined)
    i, i
- CCOC(=O)Oc1ccc2c(c1)C(C)=CC(C)(C)N2C(=O)OCC
    i, i
- Cc1cccc(CCNS(=O)(=O)c2ccc3c(c2)NC(=O)C(C)S3)c1 (centres undefined)
    i, i
- Cc1ccc2[nH]c(-c3ccccc3)c(CN3CCCC3)c(=O)c2c1
    i, i
- Cc1cc(C)c(S(=O)(=O)Nc2ccccc2C(=O)OCC(=O)NCc2ccccc2)c(C)c1
    i, i
- Cc1cc(C)c(NC(=O)Cn2nc(-c3ccccc3)nc2-c2ccccc2)c(C)c1
    i, i
- COc1ccccc1C(CNc1ncnc2sc(C)c(C)c12)N(C)C (centres undefined)
    i, i
- Cc1ccc(-n2nnnc2CNC(=O)C2CC(=O)N(c3ccc(F)cc3)C2)cc1C (centres undefined)
    i, i
- Cc1ccccc1-c1nc(CS(=O)(=O)CC(=O)NCc2ccc(F)cc2)c(C)o1
    i, i
- S=C(NCCc1ccccc1)N1CCN(C2CCCCC2)CC1
    i, i
- Cc1ccc(C23CC4CC(CC(C(=O)NN)(C4)C2)C3)cc1
    i, i
- CC(=O)c1ccc(NC(=O)c2cccc(NC(=O)c3ccccc3)c2)cc1
    i, i
- Cc1cc(C)c2[nH]c(=O)c(C(c3nnnn3C(C)(C)C)N3CCN(C(=O)c4ccco4)CC3)cc2c1 (centres undefined)
    i, i
- O=C(NC1CCN(Cc2ccccc2)CC1)c1cccc(S(=O)(=O)Nc2ccc(Br)cc2)c1
    i, i
